Compound activity deposited in PubChem BioAssay by National Center for Advancing Translational Sciences (NCATS).
S-ASM inh: Inhibitors of Secretory Acid Sphingomyelinase (S-ASM): qHTS. Sphingomyelin phosphodiesterase (Homo sapiens), P17405. placental ASM, HMU-PC fluorogenic substrate, 60 min. Potency, µM (highest dose often 57.5 µM), for the others: top-dose activity change, negative = inhibition, actives largely listed as inhibitors. 340,000 compounds, 0.006% hits. AID 504937, 2011; also: potency is read from the fitted curve at half-maximal effect
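HMU-PC0 cleavage (9 uM final) by human placental ASM, 60 min at 37 °C following 10 min compound exposure at RT; stopped at pH 10, fluorescence Ex 386/Em 447 nm.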
AT treatment: qHTS Assay for Identifying a Potential Treatment of Ataxia-Telangiectasia; […] A-T fibroblasts, KAP-1 phosphorylation AlphaLISA; neocarzinostatin DNA damage 30 min before lysis; Potency, µM (titrated, usually from 57.5 µM), without a hit: at the top dose activation, actives largely listed as activators; 320,000 compounds, 0.19% hits; also: potency is read from the fitted curve at half-maximal effect; % of control where 0% means no effect; nearly all actives have a fitted effect of over 45% in size
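ATM-like activity read as KAP-1 phosphorylation via AlphaLISA donor/acceptor antibody pairs after lysis and 6 hr at 25C. Cells were ATM-null patient fibroblasts ([…], hTERT), dosed 60 min, then exposed to the DSB inducer NCS for 30 min.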
GALK inh: qHTS Assay for Inhibitors of Human Galactokinase (GALK); Purified GALK, Kinase-Glo residual ATP luminescence; Potency, µM (top dose mostly 57.5 µM), for inactives: top-dose activity change, negative = inhibition, most hits filed as inhibitors; 270,000 compounds, 0.007% hits; AID 1868, 2009; also: potency is read from the fitted curve at half-maximal effect; % is scaled to controls: 0 for no effect and ±100 for the full control effect
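Luminescence from leftover ATP (Ultra-Glo luciferase/luciferin) served as read-out after a 1 h room-temperature reaction of 5 nM GALK with 35 uM ATP and 100 uM galactose.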
TRPV1 agonist: HTS Assay for Compounds that Act as Agonists of the Vanilloid Receptor 1; Transient receptor potential cation channel subfamily V member 1 (Homo sapiens), Q8NER1; TRPV1-expressing cells, Fluo-8 calcium influx, agonist mode; activation, % at 8.33 µM; 320,000 compounds, 0.19% hits; AID 540275, 2011; in the data active = activation above about 80%; inconclusive = between about 30% and that limit; also: 0% is about no effect
Target sequence (Q8NER1 whole entry, looked up): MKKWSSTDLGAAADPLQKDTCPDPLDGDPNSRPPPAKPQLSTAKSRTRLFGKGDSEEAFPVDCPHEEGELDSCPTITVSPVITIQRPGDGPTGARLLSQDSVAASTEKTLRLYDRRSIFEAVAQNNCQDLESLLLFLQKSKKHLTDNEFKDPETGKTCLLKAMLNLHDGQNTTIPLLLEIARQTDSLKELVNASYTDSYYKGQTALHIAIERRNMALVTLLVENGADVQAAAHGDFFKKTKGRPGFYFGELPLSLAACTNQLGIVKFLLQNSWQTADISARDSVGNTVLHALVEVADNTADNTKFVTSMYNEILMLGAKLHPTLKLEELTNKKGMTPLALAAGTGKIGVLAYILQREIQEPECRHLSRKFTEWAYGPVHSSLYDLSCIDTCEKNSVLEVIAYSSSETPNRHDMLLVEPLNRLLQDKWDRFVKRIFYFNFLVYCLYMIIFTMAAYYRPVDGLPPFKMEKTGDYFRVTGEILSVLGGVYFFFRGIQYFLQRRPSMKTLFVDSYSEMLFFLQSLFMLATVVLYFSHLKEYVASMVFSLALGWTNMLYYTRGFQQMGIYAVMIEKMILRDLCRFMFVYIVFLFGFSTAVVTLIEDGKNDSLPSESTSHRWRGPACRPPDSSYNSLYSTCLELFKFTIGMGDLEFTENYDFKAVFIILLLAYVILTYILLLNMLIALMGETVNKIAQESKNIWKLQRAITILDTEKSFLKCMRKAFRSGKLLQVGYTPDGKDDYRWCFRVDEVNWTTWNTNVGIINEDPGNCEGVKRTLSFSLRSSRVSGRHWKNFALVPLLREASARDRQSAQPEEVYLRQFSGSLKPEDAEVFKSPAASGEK
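Cells expressing TRPV1 were dye-loaded with Fluo-8 and read kinetically: 10 s baseline, 3 min after compound (agonist portion), then 2 min after EC20 capsaicin (allosteric enhancer portion). Calcium-bound dye fluorescence at 480/520 nm.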
KCNH2 3.1 inh: qHTS for Inhibitors of KCHN2 3.1: Mutant qHTS | U2OS KCNH2 3.1, thallium flux FluxOr; active compounds read low | activity change, % (tested at about 1.8 µM) | 340,000 compounds, 0.95% hits;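 active = maximum activity change below -70%; inconclusive = maximum activity change from -70% to -50%; inactive = maximum activity change above -50%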;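 also: thallium influx rate constant from kinetic fluorescence after stimulation buffer; % is scaled to controls: 0 for no effect and ±100 for the full control effect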
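Kinetic fluorescence (2 min after stimulation buffer) measures Tl+ influx through KCNH2 3.1 expressed by viral transduction in U2OS cells; the rate constant is normalized against DMSO controls serving as positive and negative references.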
MLL CXXC-DNA inh: qHTS Fluorescence Polarization Assay for Inhibitors of MLL CXXC domain - DNA interaction | 290,000 compounds, 0.037% hits | MLL-CXXC / FITC-HOXA9 DNA fluorescence polarization | Potency, µM (series often up to 115 µM), without a hit: at the highest dose activity change, negative = inhibition, usual class: inhibitors; active = well fitted inhibition curve with a large enough effect in the polarisation, with a control signal flat, not every such curve was filed as active; inconclusive = small, poorly fitted or top-dose-only effect, or effect the other way, or a change in a side signal; inactive = no such curve, though single readings can be large or run the other way; the % refers to the polarisation; also: potency is read from the fitted curve at half-maximal effect
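Purified MLL-CXXC (added from a 7 uM solution) was preincubated 5 min at ambient with pinned compounds in 50 mM Tris-HCl pH 7.5, 50 mM NaCl, 1 mM DTT, 0.05% BSA. Fluorescein-labeled HOX-A9 DNA (50 nM solution) followed, 30 min, then polarization read.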
Integrin act MD: qHTS for Activators of Integrin-Mediated Alleviation for Muscular Dystrophy; Potency, µM (highest dose often 38.3 µM), inactives show at the highest dose activation, actives largely listed as activators; 350,000 compounds, 0.064% hits; alpha7betagal myoblasts, beta-gal FDG fluorescence, 48 h; AID 624291, 2012;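 also: potency is read from the fitted curve at half-maximal effect; 100% = response of the positive control SU9516; nearly all actives have a fitted effect of over 60% in size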
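alpha7betagal+/- myoblasts (passage 13, 250/well) treated 48 h at 37C with compounds at 1:260 dilution of DMSO stock. Lysed, then beta-galactosidase activity read as FDG fluorescence (ex 480/em 540) after 30 min, with pre-read for autofluorescence.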
MBNL1 CUG block: qHTS Assay for Inhibitors of MBNL1-poly(CUG) RNA binding | Muscleblind-like protein 1 (Homo sapiens), Q9NR56 | TR-FRET MBNL1-His/biotin-(CUG)12 binding, 665/545 ratio | Potency, µM (series often up to 57.5 µM), inactives show top-dose activity change, negative = inhibition, actives largely listed as inhibitors | 280,000 compounds, 0.036% hits; active = well fitted inhibition curve with a large enough effect in the signal ratio, with a control signal flat, not every such curve was filed as active; inconclusive = small, poorly fitted or top-dose-only effect, or effect the other way, or a change in a side signal; inactive = no such curve, though single readings can be large or run the other way; the % refers to the signal ratio; also: potency is read from the fitted curve at half-maximal effect; % is scaled to controls: 0 for no effect and ±100 for the full control effect
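Compound titration spanned 92 nM–58 uM against the MBNL1-His/biotin-(CUG)12 complex. After 60 min at room temperature with 5 nM streptavidin-XL665 and 0.055 ng/ul terbium anti-His, ratiometric 665/545 nm emission (Ex 340 nm) normalized to controls.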
hERG WT inh: qHTS for Inhibitors of KCHN2 3.1: Wildtype qHTS; Voltage-gated inwardly rectifying potassium channel KCNH2 (Homo sapiens), Q12809; 340,000 compounds, 0.37% hits; U2OS, BacMam KCNH2, thallium flux FluxOr; active compounds read low; AID 720551, 2013; activity change, % at 1.84 µM;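 active = maximum activity change below -70%; inconclusive = maximum activity change between -70% and -50%; inactive = maximum activity change above -50%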; also: % is scaled to controls: 0 for no effect and ±100 for the full control effect
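U2OS cells transduced with wild-type KCNH2 virus are loaded with FluxOr dye for 45 min, and thallium flux is measured in kinetic reads before and after stimulation buffer. Rate constants are normalized to DMSO controls.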
FBPA coupling cs: qHTS Assay for Inhibitors of Fructose-1,6-bisphosphate Aldolase from Giardia Lamblia: Coupling assay counterscreen; activity change, negative = inhibition, % at 58.2 µM, hits read low; coupling enzyme system counterscreen, AmpLite Red fluorescence; 290,000 compounds, 0.67% hits; in the data active = activity change below about -30%; also: % is scaled to controls: 0 for no effect and ±100 for the full control effect
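Counterscreen of the coupled detection system alone, without aldolase: glyceraldehyde-3-phosphate coupling enzymes plus AmpLite Red readout. Compounds at 57.5 uM final, 10 min RT preincubation, 20 min RT reaction, fluorescence 525/598 nm.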
Active calls of the source: *; ? = inconclusive; · = no result given; [ ] = dose if it differs, or a comment. Unless noted, calls follow the shape of the dose curve; as a rule, active = well fitted curve in the direction sought with a large enough effect; inconclusive = small, poorly fitted or top-dose-only effect, or another doubt; inactive = no such curve, though single readings can be large; an effect the other way counts as inactive or inconclusive.

SMILES	S-ASM inh	AT treatment	GALK inh	TRPV1 agonist	KCNH2 3.1 inh	MLL CXXC-DNA inh	Integrin act MD	MBNL1 CUG block	hERG WT inh	FBPA coupling cs
CCOC(=O)C1CCN(C(=O)C2CC(=O)N(c3ccc4c(c3)OCCO4)C2)CC1 (configuration not stated)	1%	5%	5%	21	-4	16%	17%	-6%	7	·
CCC1(CC)C(=O)N(C)C(=O)NC1=Nc1ccc(OC)cc1	2%	5%	-2%	-1	0	9%	-18%	-2%	-39	0
COc1ccc(CN2C(=O)c3cccnc3C2=O)cc1S(=O)(=O)NCc1ccccc1	3%	0%	2%	0	-8	-3%	12%	?	2	-1
COc1ccc(Cc2nc3ccccc3n2CC(=O)N/N=C/c2ccc(C)cc2O)cc1OC	121%[activator]	-6%	·	-1	0	-4%	-7%	-3%	0	0
Cc1ccc(S(=O)(=O)NCc2ccc(C(=O)NC3CCCCC3)cc2)cc1	4%	7%	-1%	0	18	9%	-20%	-5%	-6	·
CC(=O)C1C(=O)c2c(cccc2[N+](=O)[O-])C1=Nc1ccc(S(N)(=O)=O)cc1 (configuration not stated)	-1%	-1%	-2%	0	26	0%	-15%	?	0	0
CC(C)[C@H](NC(=O)C1CCCC1)c1nc2ccccc2[nH]1	-1%	-1%	1%	-1	-6	11%	?	1%	1	-3
CC(=O)Nc1cc2c(nc1C)nc(C)n2Cc1ccc(Br)cc1	3%	-3%	1%	-1	19	0%	10%	-24%	4	1
COc1ccc(NC(=O)CSc2nccn2Cc2ccco2)c(OC)c1	-3%	6%	6%	0	2	?	0%	-1%	-5	-1
O=C(O)Cc1ccc(NC(=O)COc2ccc3ccccc3c2)cc1	5%	22%	0%	-1	-2	2%	2%	-2%	-2	·
COc1ccc(C2(c3ccc(OC)cc3)NC(=O)N(CC(=O)Nc3ccccc3)C2=O)cc1	?	9%	-3%	3	-5	9%	1%	0%	3	-4
COc1ccc(CSc2nnc(C)n2N)cc1	0%	7%	0%	-1	-24	3%	-22%	-8%	8	-3
CCCCNC(=O)C1CCN(C(=O)Nc2ccc(C)cc2)CC1	-3%	·	0%	5	2	-11%	4%	-3%	-3	-1
O=C(CCl)Nc1cc(SCC(O)CO)cc([N+](=O)[O-])c1 (configuration not stated)	-4%	2%	-3%	1	-6	-2%	-37%[inhibitor]	?	-8	-3
CCOc1ccc(OCCC(=O)OCC(=O)Nc2ccc(Cl)cn2)cc1	-2%	-4%	·	14	25	·	-6%	·	8	·
COCCN1CC(C(=O)N2CCC(Oc3ccccc3OC)CC2)CCC1=O (configuration not stated)	-1%	-2%	-2%	-5	-1	8%	27%	-1%	-7	1
CCc1cc(=O)oc2cc(C)cc(OCC(=O)NC3CCN(Cc4ccccc4)CC3)c12	-7%	1%	5%	1	-3	0%	4%	-1%	-1	3
CC(=O)Nc1ccc(NC(=O)CCC(=O)Oc2ccc(C)cc2)cc1	1%	-19%	0%	-4	-2	11%	2%	0%	-1	-1
CSc1nnc(-c2ccco2)c(-c2ccco2)n1	-1%	-9%	-3%	-3	-3	-29%	-19%	?	-1	-34*
CC(=O)Nc1ccc(C(=O)COC(=O)c2ccco2)c(F)c1	-2%	-8%	·	2	-3	·	-16%	·	-6	·
COc1ccc2cc(C(=O)NCCc3ccccc3)[nH]c2c1	0%	5%	-2%	27	8	3%	0%	3%	-2	-1
CCOC(=O)c1cc(CC)sc1NC(=O)CN1C(=O)C(=O)N(CC(C)C)C1=O	-3%	4%	·	25	-5	·	-6%	·	-4	·
CC1=C(C#N)S(=O)(=O)C(C#N)C(c2ccccc2)C1 (configuration not stated)	3%	5%	6%	-7	-4	-2%	-14%	4%	9	-2
Cc1c(CCC(=O)O)c(=O)oc2cc3occ(-c4ccccc4)c3cc12	107%[activator]	-6%	3%	·	6	-9%	-11%	·	1	10
CCN1CCN(c2cc(C)c3cc(NC(=O)CCC(=O)N4CCN(c5ccccc5OC)CC4)ccc3n2)CC1	236%[activator]	-3%	-2%	-3	-11	20%	-50%[inhibitor]	0%	-7	1
O=[N+]([O-])c1cc(Br)ccc1C[n+]1ccccc1	-1%	·	·	·	-4	·	7%	·	-6	·
CCn1c(=O)c(C(=O)NNS(=O)(=O)c2ccc(C)cc2)c(O)c2ccccc21	·	-2%	-1%	0	-15	3%	26%	-22%	-6	1
CCCNC(=S)N1CCN(c2nc(C)nc3sc4c(c23)CCCC4)CC1	-13%	4%	9%	?	-14	1%	-22%	11%	-9	3
Cc1ccc(S(=O)(=O)N2CCOCC2)cc1C(=O)OCC(=O)N1c2ccccc2NC(=O)C1(C)C	·	-3%	1%	0	·	8%	·	-3%	·	0
O=C(CCOc1ccccc1)N1CCN(S(=O)(=O)c2ccccc2F)CC1	-1%	4%	·	4	-21	·	0%	·	-15	·
Cc1cccc(/C(N)=N/OC(=O)CCc2ccccc2)c1	3%	16%	3%	3	-23	-6%	9%	3%	·	2
Cc1ccc(OCCNc2cc(N3CCN(CCO)CC3)ccc2[N+](=O)[O-])cc1C	?	-4%	-3%	0	-4	-7%	-28%	?	0	-1
COc1ccc(NC(=O)CCN2CCN(S(=O)(=O)c3ccc(Cl)cc3)CC2)cc1	-3%	7%	-2%	2	-1	0%	-6%	1%	5	1
Cc1ccc2oc(Nc3nc(C)cc(C)n3)nc2c1	0%	-1%	9%	1	45	18%	1%	-7%	2	0
CCOc1ccc(N=Cc2c(O)n(-c3cccc(C)n3)c(=O)c3ccccc23)cc1	-3%	-6%	-4%	6	-3	1%	33%	?	1	·
Cc1cc(NC(=O)CSc2ncnc3sc4c(c23)CCC(C)C4)no1 (configuration not stated)	·	-5%	-1%	-2	·	14%	·	6%	·	3
CCOC(=O)c1[nH]c(C)c(C(=O)OC)c1C	-3%	-3%	-3%	1	8	-3%	20%	-8%	1	-1
O=C(CSc1nnc(-c2ccccc2F)o1)N1CCNC1=O	-2%	13%	·	4	0	·	-22%	·	2	·
COCCCn1c(SCc2nnc(-c3ccccc3)o2)nc2sc3c(c2c1=O)CCC3	-9%	3%	-6%	9	-4	-1%	-12%	-3%	9	·
COCCOC(=O)C1=C(C)NC(=O)NC1c1ccc(-c2ccc(F)cc2)o1 (configuration not stated)	-2%	-1%	-6%	4	-2	8%	10%	·	-1	4
CCC(CC)C1C(C#N)=C(N)SC(N)=C1C#N	0%	1%	-1%	-2	-6	2%	-27%	10%	0	1
CCOC(=O)C1=C(C)N(C)C(=O)NC1c1cccc([N+](=O)[O-])c1 (configuration not stated)	0%	·	·	·	0	·	-16%	·	2	·
C/C(=N\Nc1nc(N2CCCCCC2)nc(N2CCCCCC2)n1)c1ccccc1	-3%	0%	3%	24	0	2%	12%	-1%	·	-2
COc1cccc(NC(=O)N2CCC(C(=O)Nc3ccc(C)cc3C)CC2)c1	0%	-1%	1%	3	28	-2%	21%	0%	-4	0
O=C(NC(=S)N1CCCC1)c1ccc(Cl)cc1	0%	5%	-2%	-1	3	-2%	20%	-8%	-3	·
COc1ccc(NC(=O)CSc2nc3ccccc3c(=O)n2CCCN2CCC(C)CC2)c(OC)c1	-5%	0%	-2%	1	-39	-1%	-16%	1%	10	5

Record cards, as listed above:
COc1ccc(Cc2nc3ccccc3n2CC(=O)N/N=C/c2ccc(C)cc2O)cc1OC reads S-ASM inh = 121%[activator]; AT treatment = -6%; GALK inh = ·; TRPV1 agonist = -1; KCNH2 3.1 inh = 0; MLL CXXC-DNA inh = -4%; Integrin act MD = -7%; MBNL1 CUG block = -3%; hERG WT inh = 0; FBPA coupling cs = 0
COCCCn1c(SCc2nnc(-c3ccccc3)o2)nc2sc3c(c2c1=O)CCC3 reads S-ASM inh = -9%; AT treatment = 3%; GALK inh = -6%; TRPV1 agonist = 9; KCNH2 3.1 inh = -4; MLL CXXC-DNA inh = -1%; Integrin act MD = -12%; MBNL1 CUG block = -3%; hERG WT inh = 9; FBPA coupling cs = ·
